Assay outcomes (PubChem BioAssay)
bIAP inh: bovine intestinal alkaline phosphatase inhibitors, primary screen, selectivity assay for TNAP inhibitor project, biochemical, bovine IAP, CDP-star luminescence; 190,000 tested, under 10 active; purified bovine IAP, 30 min; alkaline phosphatase, intestinal [Bos taurus]; inhibition, % at 20 µM; AID 1019, 2008;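 active means over 50% inhibition of intestinal alkaline phosphatase at 20 µM in the single-dose screen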
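Assay system – bovine IAP enzyme · Quantity – bovine IAP at 1/65,000,000 final dilution · Detection – CDP-star luminescence signal · Times – 30 min reaction at room temperature · Also added – CDP-star substrate at 30 µM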
L major viab: Leishmania major promastigote growth inhibition, primary screen; Leishmania major promastigotes, resazurin fluorescence viability; inhibition, % at 10 µM; 200,000 tested, 9% active; AID 1063, 2008; in the data active means inhibition above about 50%;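 further: promastigotes grown with compound for 44 hours at 28 °C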
bIAP act: bovine intestinal alkaline phosphatase activators, primary screen, biochemical, bovine IAP, CDP-star luminescence; 200,000 tested, 0.17% active; activation factor at 20 µM; purified bovine IAP, 30 min; stronger effect = higher value; fold of DMSO-control signal, blank-subtracted; AID 1016, 2008; alkaline phosphatase, intestinal [Bos taurus];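 active means activation factor of 2 or more at 20 µM, a signal rise over negative controls twice the positive control's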
FLuc stim CS: FLuc activators, initial screening, artefact control for FLuc-dependent activation tests, biochemical, ATPlite luminescence; Luciferin 4-monooxygenase (Photinus pyralis), P08659; ATPlite luciferase biochemical, 10 min; 0 = ATP-free wells, 1 = DMSO control; activation factor at 10 µM; 200,000 tested, under 10 active;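 active means luciferase activation factor, scaled between plate controls, of at least 2 with compound at 10 µM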
Target sequence (P08659 whole entry, looked up): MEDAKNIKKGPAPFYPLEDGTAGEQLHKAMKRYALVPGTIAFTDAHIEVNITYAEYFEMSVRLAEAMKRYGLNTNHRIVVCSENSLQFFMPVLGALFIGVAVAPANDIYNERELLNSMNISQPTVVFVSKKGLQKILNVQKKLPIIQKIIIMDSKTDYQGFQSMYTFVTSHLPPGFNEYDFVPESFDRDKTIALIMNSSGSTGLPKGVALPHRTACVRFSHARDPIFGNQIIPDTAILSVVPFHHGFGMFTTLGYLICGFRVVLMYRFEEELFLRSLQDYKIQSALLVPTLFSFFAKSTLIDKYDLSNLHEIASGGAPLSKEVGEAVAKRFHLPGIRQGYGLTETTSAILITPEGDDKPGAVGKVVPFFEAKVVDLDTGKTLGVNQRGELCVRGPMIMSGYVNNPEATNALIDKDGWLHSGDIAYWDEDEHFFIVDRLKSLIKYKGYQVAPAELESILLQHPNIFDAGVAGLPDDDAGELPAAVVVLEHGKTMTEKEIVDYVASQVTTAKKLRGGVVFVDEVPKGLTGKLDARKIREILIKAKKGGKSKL
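Material: Luciferase/luciferin reagent mix; Doses: test compounds dosed from 2 mM stocks in 100% DMSO; Schedule: 10 min incubation after luciferase reagent addition, room temperature; Measured by: luminescence from luciferase reaction; Read-out: luminescence gain marking luciferase activators.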
FLuc inhib CS: firefly luciferase enzyme inhibitors, primary screen, artefact control for luciferase-based inhibitor screens, biochemical, luminescence, ATPLite; inhibition, % at 10 µM; 10 min; 200,000 tested, 1.5% active; Luciferin 4-monooxygenase (Photinus pyralis), P08659;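 active means inhibition above about 50% when tested at 10 µM, limit read from the data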
TNAP inh hiacc: human TNAP enzyme inhibitors, primary screen, biochemical, luminescent, high phosphate acceptor level, uHTS; purified TNAP, CDP-star luminescence, 1 M DEA; inhibition, % at 20 µM; Alkaline phosphatase, tissue-nonspecific isozyme (Homo sapiens), P05186; 200,000 tested, 0.03% active;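 active means over 50% inhibition of tissue-nonspecific alkaline phosphatase at 20 µM in the single-dose screen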;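 further: plate controls were DMSO wells for no effect and EDTA-quenched wells as full inhibition for full effect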
Target sequence (P05186 whole entry, looked up): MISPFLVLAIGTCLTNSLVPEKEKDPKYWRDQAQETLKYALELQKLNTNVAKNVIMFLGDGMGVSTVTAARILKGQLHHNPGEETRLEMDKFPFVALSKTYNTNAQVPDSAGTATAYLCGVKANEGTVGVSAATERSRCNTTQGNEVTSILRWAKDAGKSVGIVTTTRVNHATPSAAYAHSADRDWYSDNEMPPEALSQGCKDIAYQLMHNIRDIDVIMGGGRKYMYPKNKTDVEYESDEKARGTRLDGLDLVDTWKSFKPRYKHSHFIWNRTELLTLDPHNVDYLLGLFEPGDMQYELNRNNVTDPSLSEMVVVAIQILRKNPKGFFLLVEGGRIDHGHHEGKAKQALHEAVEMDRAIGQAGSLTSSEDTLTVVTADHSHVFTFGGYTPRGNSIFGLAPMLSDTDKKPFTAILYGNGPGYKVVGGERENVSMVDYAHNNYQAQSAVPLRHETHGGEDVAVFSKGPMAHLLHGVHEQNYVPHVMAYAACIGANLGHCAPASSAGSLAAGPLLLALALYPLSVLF
APP 5UTR inh: inhibitors of APP translation via 5'UTR reporter, primary screen, APP 5'UTR luciferase, SH-SY5Y cells. SH-SY5Y APP 5'UTR-luciferase reporter, luminescence. inhibition, % at 2 µM. 190,000 tested, 0.82% active;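 active means inhibition above a set limit, derived from the sample mean plus 3 SD, cut at about 45% in these data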; further: values of inactives mirror those of a sister screen read the other way
TNAP inh no acc: human TNAP enzyme inhibitors, primary screen, biochemical, luminescent, no phosphate acceptor, uHTS. Alkaline phosphatase, tissue-nonspecific isozyme (Homo sapiens), P05186. purified TNAP, CDP-star luminescence, 30 min. inhibition, % at 20 µM. 200,000 tested, 0.26% active;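 active means tissue-nonspecific alkaline phosphatase inhibition above about 50% at 20 µM in the single-dose screen, limit read from the data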;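 further: 0% = DMSO negative control and 100% = EDTA positive control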
TNAP act hiacc: TNAP activators at high phosphate acceptor level, primary screen, biochemical, luminescence, uHTS | 200,000 tested, under 10 active | purified TNAP, CDP-star luminescence, 1 M DEA, 30 min; stronger effect = higher value; 0 = EDTA background, 1 = DMSO-only activity | activation factor at 20 µM | AID 1136, 2008;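 active means activation factor at least 2 at 20 µM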
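Assay system: human TNAP; Input: enzyme diluted 1/800 final; Reagent: CDP-star luminogenic substrate at 100 µM final; Timing: 30 min, room temperature; Signal: luminescence; Evaluation: TNAP activation factor scaled between EDTA and DMSO control wells.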
RAM inhibit: inhibitors of the yeast RAM network, primary screen, dse1pr::URA3 reporter, 5-FOA selection; S. cerevisiae dse1pr::URA3 reporter, 5-FOA growth OD615, 2 d; analog-sensitive cbk1-as2 kinase mutant strain; inhibition, % at 50 µM; 190,000 tested, 1.8% active; AID 868, 2007;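 active means inhibition above a set limit, 3 SD over mean compound inhibition, cut at about 8.4% in these data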;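 further: 0% = DMSO-only wells with no growth and 100% = 10 µM 1-NA-PP1 full growth; inhibition rescues growth on 5-FOA so higher OD means more RAM inhibition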
Numbers without * were called inactive; . = no result given. The order is random; 13% or so of the library scored in one or more.

SMILES	bIAP inh	L major viab	bIAP act	FLuc stim CS	FLuc inhib CS	TNAP inh hiacc	APP 5UTR inh	TNAP inh no acc	TNAP act hiacc	RAM inhibit
Cc1ccc2c(c1)-c1c(ssc1=S)C(C)(C)N2C(=O)CN1C(=O)c2ccccc2C1=O	18	26	0.8	1	-4	2	1	1	1	5.8
COc1cc(N2C(=O)c3ccccc3C2=O)c(Cl)cc1C(=O)OCC(=O)N1CCOCC1	-8	17	1.1	1	-5	1	-9	5	1	0.6
Cc1cc(/C=N/O)c(C)n1-c1ccccc1	17	43	0.8	0.9	13	3	11	-8	1	1.0
Cc1sc2nc(CN(C(=O)NC3CCCCC3)C3CCCCC3)[nH]c(=O)c2c1C	17	48	0.8	1	2	-1	-8	-3	1	4.2
C[C@@H](C(=O)NCCc1c[nH]c2ccccc12)[C@@H]1C[C@@]1(C)[C@@H](NC(=O)OCc1ccccc1)c1ccccc1	6	31	0.9	1	-1	-7	22	-18	1.1	2.0
CCc1sc(N(C(=O)Cc2ccccc2)c2ccc(F)cc2)nc1-c1ccccc1	22	3	0.8	1.1	-6	-11	-7	-11	1.1	9.1*
COc1ccc(NC(C)=O)cc1NC(=O)CN1CCN(C(=O)c2ccco2)CC1	5	0	1	1.1	-5	1	-3	-10	1	-1.0
Cc1cccc(NC(=O)C2(c3cccs3)CCOCC2)c1	6	-3	0.9	1	1	-4	16	-6	1	0.6
S=C(NCC1CCCO1)N1CCN(c2ccccc2)CC1 (stereo not given)	9	-3	0.9	1	0	-3	-22	24	1	-1.0
CCCCS(=O)(=O)NC1=NCN(Cc2ccco2)CN1	-1	2	1	1	0	1	-2	-1	1	2.0
CN(CC(=O)Nc1nc2ccccc2s1)S(=O)(=O)c1ccc(Br)cc1	3	16	1	1.1	-8	-5	.	2	1.1	3.9
Cc1cccc2c(CC(=O)O)noc12	14	79*	0.9	1	-1	-2	-28	-8	1	2.2
O=C(Cn1ncc2c(=O)oc3ccccc3c21)Nc1nc2ccccc2s1	10	6	0.9	1	0	-2	16	-9	1	2.8
Cc1cccc2cc(COC(=O)c3ccccc3)c(=O)[nH]c12	12	3	0.9	1.1	-8	-7	6	-6	1.1	1.5
C=C(C)CNC(=S)N/N=C(\C)c1cccc(NC(C)=O)c1	-2	2	1	1	-5	-7	-9	-7	1.1	0.6
O=[n+]1c2c(n([O-])c3ccccc31)CCC2	4	-4	1	1	-4	-3	0	-12	1	0.8
C=CCn1c(COc2ccccc2)nnc1SCC(=O)NCC(=O)OCC	-4	-5	1	1.1	-5	-7	0	-12	1.1	2.3
COCCN(CCOC)c1nc(S(=O)(=O)c2ccc(C)cc2)c(Cl)s1	9	-1	0.9	1	1	1	9	0	1	0.9
COc1ccc(N(C(=O)c2cccnc2)S(=O)(=O)c2cccs2)cc1	-8	3	1.1	1.1	-11	-6	9	-3	1.1	0.9
CC(C(=O)O)N(C(=O)c1ccccc1)c1ccc(F)cc1 (stereo not given)	-15	-3	1.1	1.1	-8	-4	-11	-9	1	3.3
CC(=O)c1c(C)[nH]c(C(=O)Nc2nc(-c3ccc(Cl)cc3)cs2)c1C	4	11	1	1	-2	-7	-7	-3	1.1	1.5
CN(Cc1ccccc1)C(=O)CNC(=O)Cn1cnc2ccccc2c1=O	-2	17	1	1	-4	0	4	-8	1	2.1
CC(C)C(C(=O)NCC1CCCO1)N(Cc1ccco1)C(=O)CNS(=O)(=O)c1ccc(F)cc1 (stereo not given)	5	0	0.9	1.1	-8	-8	-20	-3	1.1	-1.1
O=C(Nc1ccc(C(=O)O)cc1)Nc1cccc([N+](=O)[O-])c1	4	28	1	1	-2	-2	-2	-18	1	0.4
O=C(O)C1Cc2ccccc2CN1C(=O)c1ccccc1Cl (stereo not given)	1	-2	1	1	-3	1	-3	-7	1	1.8
COc1ccccc1CNCc1cccs1	3	8	1	1.1	-6	-1	-1	2	1	1.2
COc1ccc(C2C=C(C)Nc3nc4ccccc4n32)cc1 (stereo not given)	-25	-2	1.3	1	-5	-1	-5	6	1	1.7
CCCCCCSc1nc2c(c(=O)[nH]c(=O)n2C)n1C	5	-1	1	1.1	-7	-6	7	-23	1.1	-0.7
Cc1ccc(CCN=c2c([N+](=O)[O-])nn(-c3ccccc3)n2O)cc1	17	47	0.8	1	-3	2	8	1	1	-0.2
COc1ccc(NC(=O)CCN2C(=O)c3ccccc3S2(=O)=O)c(OC)c1	1	2	1	1	-1	-1	-4	-8	1	-0.5
CC1(C)C(c2ccccc2)=NC(c2ccccc2)N1O (stereo not given)	3	6	1	1	-4	-2	6	-8	1	2.3
CCn1c(C(=O)N2CCCC(C(=O)NCCc3ccc(C)cc3)C2)cc2sccc21 (stereo not given)	-17	8	1.2	1.1	-7	-7	-5	-22	1.1	-0.6
c1ccc(CCCNc2ncnc3nc[nH]c23)cc1	-29	-7	1.3	1	0	-4	3	-90	1	0.5
Cc1ccc(NC(=O)CS(=O)CC(=O)N(CC(=O)NC2CCCC2)c2ccc3c(c2)OCCO3)cc1 (stereo not given)	-6	-10	1.1	1.1	-6	-5	-3	-14	1	1.0
O=C(CNS(=O)(=O)c1ccc(F)cc1)Nc1ccc(C(F)(F)F)cc1	-1	38	1	1	-3	-6	-14	-21	1.1	0.7
Cc1cc(NCc2ccncc2)ccc1Br	5	0	0.9	1	-2	-10	13	-7	1.1	-0.4
COc1ccnc(Oc2ccccc2)c1-c1ncn[nH]1	8	-5	0.9	1	-4	-6	4	-12	1.1	2.9
CC1CCCN(C(=O)CCCn2c(=S)[nH]c3ccccc3c2=O)C1 (stereo not given)	3	14	1	1.1	-6	-2	0	24	1	1.4
O=C(Cc1ccccc1)N1CCN(C(=O)c2cccs2)CC1	5	-12	0.9	1.1	-5	-9	-1	-19	1.1	1.6
O=C(Nc1ccc(Cl)cc1)Nc1nnc(SCc2ccccc2)s1	19	-4	0.8	0.9	11	-4	-16	6	1	5.7

Three of these compounds, reformatted.
COc1ccc(NC(=O)CCN2C(=O)c3ccccc3S2(=O)=O)c(OC)c1
  bIAP inh: 1
  L major viab: 2
  bIAP act: 1
  FLuc stim CS: 1
  FLuc inhib CS: -1
  TNAP inh hiacc: -1
  APP 5UTR inh: -4
  TNAP inh no acc: -8
  TNAP act hiacc: 1
  RAM inhibit: -0.5

CC(=O)c1c(C)[nH]c(C(=O)Nc2nc(-c3ccc(Cl)cc3)cs2)c1C
  bIAP inh: 4
  L major viab: 11
  bIAP act: 1
  FLuc stim CS: 1
  FLuc inhib CS: -2
  TNAP inh hiacc: -7
  APP 5UTR inh: -7
  TNAP inh no acc: -3
  TNAP act hiacc: 1.1
  RAM inhibit: 1.5

O=C(CNS(=O)(=O)c1ccc(F)cc1)Nc1ccc(C(F)(F)F)cc1
  bIAP inh: -1
  L major viab: 38
  bIAP act: 1
  FLuc stim CS: 1
  FLuc inhib CS: -3
  TNAP inh hiacc: -6
  APP 5UTR inh: -14
  TNAP inh no acc: -21
  TNAP act hiacc: 1.1
  RAM inhibit: 0.7

(further entries)
SMILES	bIAP inh	L major viab	bIAP act	FLuc stim CS	FLuc inhib CS	TNAP inh hiacc	APP 5UTR inh	TNAP inh no acc	TNAP act hiacc	RAM inhibit
CCCCOC(=O)c1ccc(NC(=O)C(=O)NCc2ccncc2)cc1	-17	10	1.2	1.1	-6	-2	-10	-22	1	3.2
COc1ccc(CCNC(=O)COc2ccc(S(=O)(=O)NC(C)C)cc2Cl)cc1OC	-2	-2	1	1	0	1	-1	-9	1	-0.6
CCOC(=O)c1cc2c(N)c(C(=O)c3cc(C#N)c(SC)nc3C)sc2nc1C	8	6	0.9	1	-5	-4	10	-9	1	5.5
Cc1c(Cl)c(C(=O)NC2C3CC4CC(C3)CC2C4)nn1C (stereo not given)	3	-1	1	1	-4	1	22	-6	1	-1.1
Cc1ccc(OCC(=O)NNC(=O)CCC(=O)Nc2ccc(C)cc2C)cc1	-2	-6	1	1.1	-6	-2	-23	-3	1	3.9
Cn1c(=O)cc(NCCc2ccccc2)[nH]c1=O	12	10	0.9	1.1	-10	-8	-8	-9	1.1	0.3
Fc1ccc(NC(=S)Nc2ccc(Cl)cc2Cl)cc1	31	24	0.7	1	0	-4	-2	4	1	0.8
CCC(C)N(C(=O)COC(=O)Cc1n[nH]c(=O)c2ccccc12)C1CCS(=O)(=O)C1 (stereo not given)	-8	-5	1.1	1	-2	-3	-1	-6	1	2.7
CC(=O)N1N=C(c2cccc(NS(C)(=O)=O)c2)CC1c1cccs1 (stereo not given)	7	1	0.9	1.1	-6	-4	-15	-10	1	0.5
CC1=NN(c2ccccc2)C(=O)/C1=C/C=C/C=C/N(C)C	.	-2	0.1	0.8	15	55*	32	36	0.4	-0.5
O=C(NCc1cccnc1)c1ccc(-c2ccc(Cl)cc2)o1	8	-4	0.9	1	-4	-5	-1	-9	1.1	1.8
CCN1N=C(c2ccccc2)Cn2c1nc1ccccc12	-14	50	1.1	1	-3	-7	-20	-18	1.1	-1.1
Cc1c(NC(=S)NC(NC(=O)C(C)(C)C)C(Cl)(Cl)Cl)c(=O)n(-c2ccccc2)n1C (stereo not given)	-42	-3	1.4	1	-1	-4	-2	-8	1	-0.1
O=C(Nc1cccnc1)Nc1ccc(Br)cc1Cl	6	-2	0.9	1	2	0	-8	-5	1	0.6
O=C(Nc1ccccc1)NC1CCN(Cc2ccccc2)CC1	-25	29	1.3	1	-2	-1	0	-2	1	0.0
CCOC(=O)CNC(=O)CSc1nc2nc(C)c(Br)cc2[nH]1	-32	-7	1.3	1	-5	-5	5	-6	1.1	1.2
COc1ccc(N2C(=O)[C@@H]3Cc4ccccc4CN3C2=O)cc1	7	-4	0.9	1	1	-7	-6	-15	1.1	1.0
Cc1noc(C)c1S(=O)(=O)NCc1ccc2c(c1)OCO2	24	-4	0.8	1.1	-12	-11	-4	6	1.1	1.6
COc1ccc(NC(C)=O)cc1NC(=O)CN1CCN(S(=O)(=O)c2ccc(C(C)C)cc2)CC1	1	0	1	1.1	-6	-3	6	-9	1	3.4
CCCc1[nH]c(=O)c(C#N)c2c1COC(C)(C)C2	5	-6	1	1	-3	0	19	0	1	0.2
Cn1nnnc1SCC(=O)Nc1cccc([N+](=O)[O-])c1	-17	3	1.2	1	-2	-8	3	-11	1.1	1.9
CCC(=O)Nc1nc2c(OC)ccc(OC)c2s1	11	1	0.9	1.1	-6	-3	-6	-9	1	0.7
CCOC(=O)Cn1nnnc1CN(Cc1cccs1)Cc1cc2cc(C)cc(C)c2[nH]c1=O	-6	13	1.1	1	-3	-7	-8	-12	1.1	5.7
COc1ccc(N2CCN(CCNC(=O)CCNS(=O)(=O)c3cccs3)CC2)cc1	0	-3	1	1.1	-5	-2	-4	-8	1	-0.2
